Assay outcomes: PubChem, NCI
Growth percent in the NCI-60 one-dose screen (48 h, 10 µM unless noted): 100 = growth as untreated, 0 = no growth, -100 = all killed.
HT29 – HT29 colon cancer; 7.4% of 81,000 active
KM12 – KM12 colon cancer cells. AID 1794800. 5% of 82,000 active
DU-145 – DU-145 prostate cancer. 4.2% of 81,000 active. AID 1794760
PC-3 – PC-3 prostate cancer cells; 3.9% of 80,000 active
SW-620 – SW-620 colon cancer. 5.2% of 82,000 active
SNB-19 – SNB-19 CNS cancer cells; AID 1794751; 2.5% of 81,000 active
HCC-2998 – HCC-2998 colon cancer; AID 1794799; 4.7% of 79,000 active
SNB-75 – SNB-75 CNS cancer; 5% of 79,000 active; AID 1794750
SF-539 – SF-539 CNS cancer; 6.8% of 81,000 active
The depositor's hits bear a star; · = not tested or not shown; & = joins results of further samples. Rule for the calls: active = growth percent below 10; inactive = the rest.

SMILES	HT29	KM12	DU-145	PC-3	SW-620	SNB-19	HCC-2998	SNB-75	SF-539
COc1cc(/C=C\c2cc(OC)c(OC)c(OC)c2)cc(NC(=O)/C=C/c2cc(OC)c(OC)c(OC)c2)c1OC	32	29	78	29	57	72	71	52	56
O=C(O)c1cccc(C(F)(F)F)c1	103	105	115	101	103	113	108	110	106
COc1ccc(OC)c(/C=N\NC(=O)N/N=C/c2cc(OC)ccc2OC)c1	85	104	102	96	116	105	96	92	107
COc1ccc(CC(C#N)Cc2ccc(OC)c(OC)c2)cc1OC	92	105	114	91	106	98	105	102	91
COc1ccc(-c2nc(C(=O)Nc3ccccc3OC)nn2-c2cccc3ccccc23)cc1	72	75	107	59	79	82	98	55	94
O=C(c1ccccc1)N1Cc2[nH]nc(-c3ccccc3)c2[C@H]2CCCCN21	105	107	110	95	101	95	109	82	99
Cc1cc2ccccc2c[n+]1CCC[n+]1cc2ccccc2cc1C	95	94	101	97	99	98	110	110	103
CC1COC(c2ccc(N(C)C)cc2)O1 (centres undefined)	98	109	115	90	103	101	102	79	102
COc1ccc(-c2c(C#N)c(-c3ccc(Cl)cc3)nc3c2c(-c2ccccc2)nn3-c2ccccc2)cc1OC	105	100	102	100	93	104	109	93	104
CCC(=O)Nc1ccccc1Cl	111	113	111	99	108	117	103	94	100
O=C(O)c1ccc(N2C(=O)/C(=C3\SC(=S)N(c4ccc(C(=O)O)cc4)C3=O)SC2=S)cc1	108	103	113	96	99	100	104	75	99
COc1ccc(C2CC(c3ccc(Nc4nc(Nc5ccccc5)nc(Nc5ccccc5)n4)cc3)=NN2C(C)=O)cc1 (centres undefined)	101	112	144	86	104	89	110	90	121
CCOC(=O)c1cc(-c2ccc(Cl)cc2)[nH]c1NNC(=O)Cc1ccc(OC)cc1	100	113	94	85	97	109	100	87	87
COc1cc(-c2nn(C(=O)NCCN3CCN(C)CC3)cc2-c2ccncc2)ccc1Cl	47	96	87	74	111	77	94	42	64
Cc1cc(C#Cc2ccc(C(C)(C)C)cc2)ccc1-n1c(/C=C/c2cccc(O)c2)nc2ccccc2c1=O	58	54	93	44	80	81	36	87	101
C/C(=N/NC(=O)c1cc2ccccc2oc1=N)c1ccc(Cl)cc1	105	109	107	100	112	99	102	142	107
C#Cc1cc(C(=O)Nc2ccc(CN3CCN(C)CC3)c(C(F)(F)F)c2)ccc1C	5.6*	70	86	62	81	95	90	76	44
CC(C)(C)C(=O)O[C@@H]1[C@H](OC(=O)C(C)(C)C)[C@@H](CO)O[C@H]1n1c(=O)cc(N)[nH]c1=O	107	104	99	93	102	96	99	82	99
Nc1ccc(Cc2ccc([N+](=O)[O-])cc2)cc1	99	107	121	87	107	95	98	72	93
CC(=O)c1ccc(NC(=O)Cn2c(NC3=NS(=O)(=O)c4ccccc43)nc3c2c(=O)n(C)c(=O)n3C)cc1	103	101	114	98	101	98	110	77	100

Fetched one by one from the entries so far:
SMILES	HT29	KM12	DU-145	PC-3	SW-620	SNB-19	HCC-2998	SNB-75	SF-539
CC(=O)c1ccc(NC(=O)Cn2c(NC3=NS(=O)(=O)c4ccccc43)nc3c2c(=O)n(C)c(=O)n3C)cc1	103	101	114	98	101	98	110	77	100
COc1ccc(CC(C#N)Cc2ccc(OC)c(OC)c2)cc1OC	92	105	114	91	106	98	105	102	91
CC1COC(c2ccc(N(C)C)cc2)O1 (centres undefined)	98	109	115	90	103	101	102	79	102
COc1ccc(-c2c(C#N)c(-c3ccc(Cl)cc3)nc3c2c(-c2ccccc2)nn3-c2ccccc2)cc1OC	105	100	102	100	93	104	109	93	104
COc1ccc(OC)c(/C=N\NC(=O)N/N=C/c2cc(OC)ccc2OC)c1	85	104	102	96	116	105	96	92	107

Next part.
SMILES	HT29	KM12	DU-145	PC-3	SW-620	SNB-19	HCC-2998	SNB-75	SF-539
c1ccc(CSc2nnc(-c3ccncc3)o2)cc1	95	111	108	95	108	109	120	101	99
O=C(Cc1ccccc1[N+](=O)[O-])NCC(=O)c1ccc2c(c1)OCO2	102	98	103	103	104	108	101	92	95
Cc1cc(C)n(C(=O)c2sc(=S)n(-c3ccccc3)c2NN=C(C#N)C#N)n1	104	100	105	98	102	99	110	104	99
CN1CC(c2nc3ccccc3[nH]2)CC1=O (centres undefined)	102	101	102	96	112	110	107	95	·
O=C(NNc1ccc([N+](=O)[O-])cn1)Nc1ccccc1	93	122	126	88	108	116	112	93	121
N#CC(C#N)N=Nc1cc(Cl)ccc1Cl	101	103	111	106	104	94	104	75	100
Oc1ccc(/C=C/c2ccccc2)cc1	85&104	55&54	58&51	44&70	63&72	91&84	86&87	83&69	69&80
CCCCOB(OCCCC)OCCCC	104	104	101	99	115	109	96	120	103
O=S(=O)(CSc1ccccc1)c1ccccc1	105	119	112	·	121	105	109	96	105
O=C(O)c1cccc2c1C(=O)N(c1ccc3c(c1)Cc1ccccc1-3)C2=O	100	109	116	98	105	111	102	92	110
CCOc1ccccc1/C=N\N=C\c1ccccc1O	101	95	99	96	105	98	102	98	107
COc1cc(C=NNC(=O)c2ccc3nc(-c4c(C)nn(-c5ccccc5)c4N4CCCC4)[nH]c3c2)ccc1O	·	97	105	92	108	99	117	99	97
COc1ccc(/C=C/C(=O)c2ccccc2)cc1	69&82	51&85	103&93	67&84	82&95	83&90	108&97	96&98	94&115
O=C(Nc1ccccc1Cl)OCC#CCOC(=O)Nc1ccccc1Cl	·	106	114	97	105	111	107	97	100
O=C(Nc1ccccc1)C1=COCCS1	102	100	95	86	105	99	104	93	93
CCOC(=O)c1ccc(NC(=S)NC(=O)c2ccc(NC(C)=O)cc2OC)cc1	79	89	97	65	111	84	86	80	87
Nc1cccc(CCCCOc2ccccc2)c1	92	97	101	93	105	96	109	86	105
CCOC(=O)C(N=Nc1ccc(S(=O)(=O)N=C(N)N)cc1)C(C)=O (centres undefined)	107	103	111	99	102	101	120	74	104
Clc1ccccc1N/N=C/c1ccccn1	106	90	110	81	115	90	107	83	103
C=CCNC(=O)c1cncc(C(=O)O)c1	103	117	146	98	107	108	115	86	96
Cc1nc(Nc2nc3ccccc3s2)nc(-c2ccccc2)c1C(=O)Nc1ncccn1	94	100	107	89	96	97	94	64	103
CCC1(C)NC(C)(C)CO1 (centres undefined)	93	99	102	101	103	107	107	87	101
C[C@@H](Oc1ccc(C(=O)NS(=O)(=O)C(C)(C)C)cc1C(F)(F)F)c1ccc(Oc2ccccc2)cn1	35	28	80	47	23	20	61	-9.4*	30
COC(C(O)C=O)C(O)C(O)CO (centres undefined)	109	105	111	97	120	97	103	81	88
O=C1CCN(c2cccc3ccccc23)C(=S)N1	107	103	112	101	95	93	98	87	87
Cc1cccc(Cl)c1NC(=O)c1cnc(Nc2cc(N3CCOCC3)cc(N3CCOCC3)c2)s1	-10*	62	3.5*	46	82	47	·	-43*	6.9*
COc1ccc2[nH]c(O)c(N=NC(=O)Cn3c(-c4ccccc4)nc4cc(Cl)c(Cl)cc43)c2c1	98	93	102	81	100	93	101	101	89
C#CCC(CC#C)(C(=O)OCC)C(=O)OCC	104	105	100	102	107	104	107	102	120
O=[N+]([O-])c1cnc(N2CCN(c3ccc(C(F)(F)F)cc3)CC2)nc1N1CCN(c2ccc(C(F)(F)F)cc2)CC1	101	98	104	·	95	98	104	83	93
CCOC(=O)N/N=C/c1ccccc1	96	100	117	100	76	112	100	98	103
O=S(=O)(c1ccccc1)C1CC1(c1ccccc1)c1ccccc1 (centres undefined)	95	96	102	85	104	107	112	84	104
CCOC(=O)c1sc(NN=C(c2ccccc2)c2ccccc2)nc1C	82	97	103	76	105	100	104	108	105
CCCn1c(=S)sc2c(NN)nc(C)nc21	143	104	112	82	98	93	108	92	115
CS(=O)(=O)c1ccc(C(=O)/C=C/c2cn(-c3ccccc3)nc2-c2ccc(S(C)(=O)=O)cc2)cc1	99	83	108	97	114	94	108	100	102
CCOC(=N)CC(=O)Nc1cccc(C)c1Cl	·	·	107	94	·	·	·	·	·
CC(=O)NC1c2ccccc2Oc2ccccc21	96	100	101	95	112	101	101	90	93
O=C(NCc1ccc(Cl)cc1Cl)C1CSC2c3ccccc3C(=O)N12 (centres undefined)	96	100	110	81	106	97	103	90	107
Cc1ccc2nc(/C(C#N)=C(/CCCO)NCCC(=O)O)[nH]c(=O)c2c1	111	105	118	94	107	106	114	102	119
COc1ccc(C(=O)c2sc3nc(-c4ccccc4OC)ccc3c2N)cc1OC	56	46	70	31	74	78	·	73	·
CC/C=C\C[C@@H]1C/C=C2/C(=O)C=C[C@H]2C/C=C\CCCC(=O)O1	-72*	-92*	-67*	-38*	-65*	-31*	-83*	32	-64*

Among those listed so far, 4 contain a CF3 group:
SMILES	HT29	KM12	DU-145	PC-3	SW-620	SNB-19	HCC-2998	SNB-75	SF-539
O=C(O)c1cccc(C(F)(F)F)c1	103	105	115	101	103	113	108	110	106
C#Cc1cc(C(=O)Nc2ccc(CN3CCN(C)CC3)c(C(F)(F)F)c2)ccc1C	5.6*	70	86	62	81	95	90	76	44
C[C@@H](Oc1ccc(C(=O)NS(=O)(=O)C(C)(C)C)cc1C(F)(F)F)c1ccc(Oc2ccccc2)cn1	35	28	80	47	23	20	61	-9.4*	30
O=[N+]([O-])c1cnc(N2CCN(c3ccc(C(F)(F)F)cc3)CC2)nc1N1CCN(c2ccc(C(F)(F)F)cc2)CC1	101	98	104	·	95	98	104	83	93

Other compounds follow.
SMILES	HT29	KM12	DU-145	PC-3	SW-620	SNB-19	HCC-2998	SNB-75	SF-539
O=C(N/N=C/c1ccccc1O)c1cc(-c2nc3ccccc3[nH]2)nc2ccccc12	109	99	103	90	101	98	106	81	95
CCCCNC(=O)Nc1ccc(S(=O)(=O)Nc2nc(C)cc(C)n2)cc1	103	116	109	100	101	95	112	90	101
CCCCN(CCCC)CCCNC(=O)OCC	85	112	102	84	100	106	98	78	99
Cc1c(N=C2NC(=O)/C(=C/c3cn(-c4ccccc4)nc3-c3ccc([N+](=O)[O-])cc3)S2)c(=O)n(-c2ccccc2)n1C	110	105	93	101	105	75	108	62	74
O=c1[nH]c(=S)[nH]c(=O)n1Cc1ccc2c(c1)OCO2	109	106	107	99	118	102	102	81	102
CC1(C)CC[C@]2(C(=O)N3CCOCC3)CC[C@]3(C)C(=CC[C@@H]4[C@@]5(C)C/C(=C/c6ccccn6)C(=O)C(C)(C)[C@@H]5CC[C@]43C)[C@@H]2C1	56	72	62	21	70	88	81	34	94
COc1ccc(NC(=O)c2c(Nc3ccc(OC)cc3OC)nn3c(-c4ccccc4)cc(-c4ccccc4)nc23)c(OC)c1	97	112	117	98	100	97	109	·	·
COc1cc(/C=C/c2ccccc2)cc(OC)c1	90	96	94	95	100	99	102	93	93
CCOC(=O)c1nnn(-c2ccc(Cl)cc2)c1C(F)(F)F	86	103	105	96	102	100	98	99	99
COC(=O)C1=C/C(=N\c2nc(O)c(-c3c(O)n(Cc4ccc(Cl)cc4)c4ccc(OC)cc34)s2)C=CC1=O	106	100	109	81	96	84	97	84	95
NS(=O)(=O)Oc1ccc(-c2sc3cc(O)ccc3c2C(=O)c2ccc(OCCN3CCCCC3)cc2)cc1	0.7*	65	51	70	52	78	59	40	63
Cc1ccc(C(=O)CCCCl)cc1C	105	106	109	99	105	98	·	85	100
COc1cc(/C(C)=C(\c2ccc(Cl)cc2)c2ccc(OCCN3CCCCCC3)cc2)ccc1F	19	56	83	75	61	91	94	89	92
CCCCCCC1(C)NC(=O)NC1=O (centres undefined)	97&106&95	103&105&102	106&112&105	89&98&101	100&104&106	102&104&106	111&112&105	78&98&78	103&104&96
Cc1csc(/N=C(N)/N=C(\N)c2cccc(C#N)c2)n1	62	46	98	77	44	72	88	60	77
Cc1cc(N(CCCNc2ccnc3cc(Cl)ccc23)Cc2ccccn2)nc(Cl)n1	50	95	104	75	90	94	104	72	91
CC(C)CC(CC(C)C)OC(=O)CBr	97	102	100	109	100	102	119	83	110
CC(C)(C)CC(C)(C)n1nnnc1C(Nc1ccccc1)c1cc2cccc3ccc4cccc1c4c32 (centres undefined)	71	87	97	50	82	95	91	100	96
O=S(=O)(Nc1ncccn1)c1ccc(Nc2nc(N3CCOCC3)c3ccccc3n2)cc1	87	101	104	91	110	109	99	74	96
O/N=C/C=C/c1ccccc1	90	116	136	88	104	102	112	80	99
CCCCCCCCCCCC(=O)OCCc1ccccc1	110	101	107	94	101	104	100	85	103
O=C1CC(c2ccc(Cl)cc2Cl)n2nc(Nc3ccccc3)c(-c3nc4ccccc4s3)c2N1 (centres undefined)	107	90	102	95	100	98	126	118	95
COc1ccc2c(Cn3cc(CSc4nc5ccccc5o4)nn3)cc(=O)oc2c1	103	117	111	98	104	102	114	91	102
NNC(=O)CNC(=O)Nc1n[nH]c(=S)s1	96	100	107	96	102	106	106	92	109
O=C1Nc2ccccc2/C1=C\c1c(-c2ccc(Cl)cc2)nc2sc(C3CC3)nn12	34	72	93	·	87	85	85	80	79
COc1ccc(C(=O)C2=CC(=O)C(=O)C2)cc1OC	98	106	111	94	107	105	108	91	96
O=C(Nc1nc(-c2ccc(Br)cc2)cs1)c1cc(-c2ccc(Br)cc2)nc2ccccc12	46	85	72	50	80	89	104	94	94
O=C1C(Cl)=C(N2CCOCC2)C(=O)N1Cc1ccc(Cl)cc1	108	111	111	94	102	100	106	87	94
N#Cc1ccc(C(=O)CSc2nccc(Nc3ccc(C(=O)O)cc3)n2)cc1	104	105	110	99	104	99	100	106	98
COc1cc2c(cc1OC)CN1CCc3cc(OC)c(OC)cc3C1C2 (centres undefined)	97	115	128	98	97	109	96	79	98
C=C(C)[C@@H]1CC[C@]2(COC(=O)c3ccccc3C(=O)O)CC[C@]3(C)[C@H](CC[C@@H]4[C@@]5(C)CCCNC(C)(C)[C@@H]5CC[C@]43C)[C@@H]12	27	52	66	21	70	71	72	75	76
CCOC(=O)C(Cc1c[nH]c2ccc([N+](=O)[O-])cc12)(NC(C)=O)C(=O)OCC	118	106	117	82	100	106	121	108	112
NNC(=S)NCCN1CCOCC1	101	111	116	97	100	101	111	99	98
